Screens from PubChem.
T cruzi growth = T. cruzi intracellular proliferation inhibitors, primary screen, cell-based, beta-gal Tulahuen parasites, NIH3T3 host, luminescence; actives 5.9% (n = 77,000); T. cruzi beta-gal in NIH3T3, GalScreen luminescence, 90 h; inhibition, % at 8.34 µM;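 active = mean inhibition above about 93%, with at least 55% of replicates each passing it, limit read from the data, passing the limit was not always enough; inconclusive = only one of those two conditions holds; inactive = neither condition holds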
C diff growth = C. difficile growth inhibitors, primary screen, HTS; Clostridium difficile clinical isolate growth, OD600, 24 h; hits give low values; growth activity, negative = inhibition, % at 16 µg/mL (by protocol); actives 0.25% (n = 86,000); AID 1259249, 2017;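 active = mean growth activity at or below -80% and every replicate also at or below -80%; inconclusive = mean at or below -80% but some replicate above -80%; inactive = mean growth activity above -80%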;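 note: 0% = DMSO wells and -100% = levofloxacin 16 µg/mL wells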
Pf Dd2 inh = P. falciparum Dd2 growth inhibitors, primary screen, SYBR Green fluorescence, single dose replicates. 72 h; hits give low values. activity change, % at 10 µM. actives 2.3% (n = 94,000). AID 1159554, 2015; in the data active = activity change below about -80%; inconclusive = no clear call, values can overlap the other calls
KDM4C inh = inhibitors of GASC-1 (KDM4C) histone demethylase, primary screen, biochemical, single concentration HTS; GST-KDM4C 2-372, H3K9me3 peptide, LANCE TR-FRET; actives 0.15% (n = 96,000); inhibition, % at 12.5 µM; Lysine-specific demethylase 4C (Homo sapiens), Q9H3R0; AID 720574, 2013;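 active = mean replicate inhibition above about 25%, with at least 55% of replicates also reaching it, limit read from the data, passing the limit was not always enough; inconclusive = only one of those two conditions met; inactive = neither condition met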
Target sequence (Q9H3R0 2-372 limits assumed): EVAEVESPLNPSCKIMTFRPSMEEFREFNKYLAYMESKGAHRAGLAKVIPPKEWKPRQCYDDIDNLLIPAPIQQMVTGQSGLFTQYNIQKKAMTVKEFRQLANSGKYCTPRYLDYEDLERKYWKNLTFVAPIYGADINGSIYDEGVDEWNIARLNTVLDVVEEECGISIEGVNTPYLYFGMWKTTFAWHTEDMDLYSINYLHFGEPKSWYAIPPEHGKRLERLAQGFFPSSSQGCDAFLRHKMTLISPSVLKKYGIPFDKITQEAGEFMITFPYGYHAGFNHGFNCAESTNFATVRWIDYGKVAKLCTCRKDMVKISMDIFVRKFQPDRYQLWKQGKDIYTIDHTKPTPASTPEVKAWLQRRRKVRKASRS
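material = GST-tagged GASC-1 (JMJD2C) catalytic fragment, aa 2-372 | amount = enzyme final amount 10 nM | medium = HEPES buffer, pH 7.5, plus ascorbate | also added = H3K9me3 peptide substrate, Fe(II), 2-oxoglutarate | dosing = single dose | times = 30 min demethylation and 1 h detection at room temperature | detection = LANCE TR-FRET | read-out basis = Fall in 671/618 emission ratio as inhibition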
* = called active by the depositor; ? = inconclusive; . = no result given; & = joins results of further samples.

SMILES | C diff growth | T cruzi growth | KDM4C inh | Pf Dd2 inh
C[C@H]1CN([C@@H](C)CO)S(=O)(=O)c2ccc(-c3cccnc3)cc2O[C@@H]1CN(C)C(=O)CN(C)C | 3 | 67 | -0.8 | 15
CCC(=O)N1C[C@H](C)[C@@H](OC)CN(C)C(=O)c2ccc(NC(=O)c3ccc(F)cc3)cc2OC[C@@H]1C | -1 | . | -1.2 | -17
O=C(C[C@H]1CC[C@H]2[C@@H](COC[C@@H](O)CN2C(=O)Nc2ccc(Cl)cc2)O1)NCCc1ccncc1 | 65&52 | 67 | -2.0 | 7
C[C@@H]1CCCCO[C@H](CN(C)C(=O)NC2CCCCC2)[C@H](C)CN([C@H](C)CO)C(=O)c2cc(NC(=O)c3ccccc3)ccc2O1 | -6 | 90 | 9.9 | -68
CCS(=O)(=O)Nc1ccc2c(c1)C(=O)N(C)C[C@H](OC)[C@H](C)CN(C(=O)c1ccc3c(c1)OCO3)[C@@H](C)CO2 | . | -2 | 4.4 | -15
COc1cccc(-c2ccc([C@H]3[C@H](CO)N4CCCCN(S(=O)(=O)c5cccs5)C[C@@H]34)cc2)c1 | 49 | 92 | -0.2 | -8
O=C(Cc1ccccc1)N1CC(=O)N2[C@H](CO)[C@@H](c3ccc(C4=CCCC4)cc3)[C@@H]2C1 | -3 | . | 0.0 | -48
O=C(CN1CCOCC1)N1[C@@H](CO)[C@@H]2c3ccccc3NC[C@@H]21 | 2 | 41 | -2.2 | -34
CCC(=O)Nc1ccc2c(c1)C(=O)N(C)C[C@H](OC)[C@H](C)CN(C(=O)Cc1cccnc1)[C@H](C)CO2 | . | -12 | 2.8 | 35
COc1cccc(S(=O)(=O)Nc2ccc3c(c2)[C@@H]2C[C@H](CC(=O)NCc4cccc(F)c4)O[C@@H](CO)[C@@H]2O3)c1 | 0 | 42 | -0.1 | -76

Some of the entries so far, with two lines to a compound:
Below each SMILES – C diff growth	T cruzi growth	KDM4C inh	Pf Dd2 inh
O=C(CN1CCOCC1)N1[C@@H](CO)[C@@H]2c3ccccc3NC[C@@H]21
  2	41	-2.2	-34
C[C@@H]1CCCCO[C@H](CN(C)C(=O)NC2CCCCC2)[C@H](C)CN([C@H](C)CO)C(=O)c2cc(NC(=O)c3ccccc3)ccc2O1
  -6	90	9.9	-68

Next section.
SMILES | C diff growth | T cruzi growth | KDM4C inh | Pf Dd2 inh
CO[C@@H](CN(C)S(=O)(=O)c1ccc(Cl)cc1)[C@H](C)CN([C@@H](C)CO)S(=O)(=O)c1cccc(Cl)c1 | . | 84 | 6.6 | -23
COc1ccc(-c2ccc([C@H]3[C@H]4CN(C(=O)C5CCC5)CC(=O)N4[C@H]3CO)cc2)cc1 | -8 | . | -0.5 | -29
COc1cccc(CN2[C@@H](CO)[C@@H](c3ccccc3)C23CN(C(=O)C2CCCC2)C3)c1 | 10 | . | . | -17
C[C@H]1CCCCO[C@H](CN(C)C(=O)NC2CCCCC2)[C@@H](C)CN([C@@H](C)CO)C(=O)c2cc(NC(=O)Nc3ccccc3)ccc2O1 | -6 | 92 | 6.8 | -48
CNC(=O)C[C@H]1CC[C@@H]2[C@H](COc3ccc(NS(=O)(=O)c4cccc(F)c4)cc3C(=O)N2C)O1 | 1 | -27 | 4.3 | 6
CCC(=O)N1C[C@@H](C)[C@@H](OC)CN(C)C(=O)c2cc(NC(=O)c3ccccc3)ccc2OC[C@H]1C | . | -12 | 1.1 | 4
C[C@H](CO)N1C[C@H](C)[C@@H](CN(C)Cc2ccc(-c3ccccc3)cc2)Oc2ccc(NC(=O)NC3CCCCC3)cc2C1=O | 4 | -93 | -0.4 | 10
CO[C@H]1CC[C@H]2CCN(C)C(=O)CC3(CCCCC3)CN(C)C(=O)c3cccc(C#N)c3OC[C@H]1O2 | 4 | 5 | 0.7 | .
C[C@H](CO)N1C[C@H](C)[C@@H](CN(C)CC2CCCCC2)Oc2c(NS(=O)(=O)c3ccc(F)cc3)cccc2C1=O | -1 | . | 4.2 | 2
COc1ccccc1NC(=O)N1C[C@@H](O)COC[C@H]2O[C@H](CC(=O)NCc3ccccc3)CC[C@@H]21 | 0&-2 | -70 | -2.0 | 7

Compounds above that have two or more sulfur atoms (2):
SMILES | C diff growth | T cruzi growth | KDM4C inh | Pf Dd2 inh
COc1cccc(-c2ccc([C@H]3[C@H](CO)N4CCCCN(S(=O)(=O)c5cccs5)C[C@@H]34)cc2)c1 | 49 | 92 | -0.2 | -8
CO[C@@H](CN(C)S(=O)(=O)c1ccc(Cl)cc1)[C@H](C)CN([C@@H](C)CO)S(=O)(=O)c1cccc(Cl)c1 | . | 84 | 6.6 | -23

Carrying on:
SMILES | C diff growth | T cruzi growth | KDM4C inh | Pf Dd2 inh
N#C[C@@H]1[C@@H](c2ccc(-c3cccc(F)c3)cc2)[C@@H](CO)N1C(=O)c1cccnc1 | 1 | 58 | 0.5 | 11
CN(C)C(=O)C[C@H]1CC[C@H]2[C@@H](COc3ccc(NC(=O)c4ccc(F)c(F)c4)cc3C(=O)N2C)O1 | 0 | -21 | 0.1 | -8
COCC(=O)N1CC2(C1)[C@H](c1ccc(-c3cccc(F)c3)cc1)[C@@H](CO)N2C(=O)C1CC1 | -15 | . | -0.5 | 13
COc1ccc(-c2cn(CC[C@@H]3CC[C@H](NC(=O)NC(C)C)[C@@H](CO)O3)nn2)cc1 | 1 | 9 | 3.0 | 26
CCC(=O)N(C)C[C@@H]1Oc2ncc(C#C[C@H](C)O)cc2C(=O)N([C@H](C)CO)C[C@H]1C | 0 | -80 | 0.3 | 47
COCC#Cc1cnc2c(c1)C(=O)N([C@H](C)CO)C[C@H](C)[C@H](CN(C)Cc1ccc3c(c1)OCO3)O2 | 7 | . | -1.1 | -13
Cc1cccc(-c2ccc([C@H]3[C@H](CO)N4C(=O)CN(C(=O)Cc5ccccn5)C[C@@H]34)cc2)c1 | -3 | . | -0.4 | -19
CNC(=O)C[C@@H]1CC[C@H]2[C@@H](COc3ccc(NC(=O)c4ccccc4F)cc3C(=O)N2C)O1 | 8 | -38 | 2.4 | -3
O=C(C[C@H]1CC[C@H](NS(=O)(=O)c2ccc(F)cc2)[C@H](CO)O1)NCc1ccncn1 | -2 | -27 | -0.2 | 26
C[C@@H]1CN([C@@H](C)CO)S(=O)(=O)c2ccc(C3=CCCC3)cc2O[C@@H]1CN(C)Cc1ccccc1 | 1 | 107* | -0.3 | 9
CCS(=O)(=O)N1CC(=O)N2[C@H](CO)[C@@H](c3ccc(C#CC4CCCC4)cc3)[C@@H]2C1 | -20 | . | -0.7 | -16
COc1ccc(C#Cc2ccc([C@H]3[C@H]4CN(C(=O)c5cccnc5)CC(=O)N4[C@H]3CO)cc2)cc1 | -1 | . | -1.4 | 13
COc1cccc(NC(=O)N[C@H]2C=C[C@@H](CC(=O)N3CCCCC3)O[C@@H]2CO)c1 | 4 | 10 | -0.5 | -5
COCC(=O)Nc1ccc2c(c1)[C@@H]1C[C@@H](CC(=O)NCc3ccc(OC)cc3)O[C@H](CO)[C@@H]1O2 | 3 | -12 | -1.5 | 0
C[C@@H]1CN([C@@H](C)CO)C(=O)c2c(c3ccccc3n2C)-c2ccccc2CO[C@H]1CN(C)S(=O)(=O)c1ccsc1 | 4 | ? | -3.2 | -64
O=C(Cc1ccccc1)N[C@@H]1C=C[C@H](CC(=O)N2CCCCC2)O[C@@H]1CO | 0 | -23 | 0.2 | 0
COc1ccc(CN(C)C[C@@H]2Oc3c(NC(=O)Nc4ccc(F)cc4)cccc3C(=O)N([C@@H](C)CO)C[C@H]2C)cc1 | 3 | 46 | 0.8 | -25
COc1ccc(S(=O)(=O)N[C@@H]2CC[C@H](CC(=O)O)O[C@@H]2CO)cc1 | -2 | 11 | -0.3 | -1
COc1ccc(NC(=O)Nc2ccc3c(c2)C(=O)N([C@H](C)CO)C[C@H](C)[C@@H](CN(C)Cc2ccc(Cl)c(Cl)c2)O3)cc1 | . | -31 | -0.2 | -18
CN(C)CCCNC(=O)C[C@@H]1CC[C@@H]2[C@H](COc3ccc(NC(=O)c4ccccc4F)cc3C(=O)N2C)O1 | -3 | -2 | 0.8 | 11
CC(C)CC#Cc1cnc2c(c1)C(=O)N([C@H](C)CO)C[C@@H](C)[C@@H](CN(C)Cc1cccc(F)c1)O2 | 0 | ? | -0.5 | -42
CO[C@H]1CN(C)C(=O)c2cc(NC(=O)c3cccc(F)c3)ccc2OC[C@H](C)NC[C@H]1C | . | -11 | -0.1 | 13
COCCNC(=O)C[C@@H]1CC[C@@H]2[C@H](COc3ccc(NC(C)=O)cc3C(=O)N2C)O1 | -2 | 34 | 3.4 | -2
C[C@@H]1CN([C@H](C)CO)S(=O)(=O)c2ccc(C#Cc3cccc(F)c3)cc2O[C@@H]1CN(C)S(=O)(=O)c1cn(C)cn1 | -5 | 12 | -1.1 | -18
Cc1ccc(S(=O)(=O)N[C@@H]2C=C[C@@H](CC(=O)NCc3ccccc3F)O[C@H]2CO)cc1 | . | -59 | 0.7 | 9
COCC#Cc1cnc2c(c1)C(=O)N([C@H](C)CO)C[C@H](C)[C@H](CN(C)C(=O)C1CC1)O2 | . | 3 | -0.6 | 22
O=C(NC1CCCC1)[C@@H]1[C@@H](CO)[C@@H]2Cn3c(ccc(C4=CCCCC4)c3=O)[C@H]1N2CC1CC1 | 1 | 91 | -3.8 | -2
C[C@@H]1CN([C@@H](C)CO)C(=O)c2cc(C3=CCCCC3)cnc2O[C@@H]1CN(C)Cc1ccccc1 | 16 | ? | -0.3 | 13
Cc1ccc(S(=O)(=O)Nc2cccc3c2O[C@H](CN(C)Cc2ccc(Cl)c(Cl)c2)[C@H](C)CN([C@H](C)CO)C3=O)cc1 | . | 62 | 4.8 | -3
C[C@@H]1CN([C@H](C)CO)C(=O)c2cc(NC(=O)CCCN(C)C)ccc2O[C@@H](C)CCCCO[C@@H]1CN(C)S(=O)(=O)c1ccccc1 | -5 | -1 | 10 | 13
O=C(C[C@H]1CC[C@H](NC(=O)Cc2ccccn2)[C@@H](CO)O1)NCCCN1CCOCC1 | -5 | . | -1.4 | -2
O=C(c1cccc(F)c1)N1CC(=O)N2[C@@H](CO)[C@H](c3ccc(-c4ccccc4F)cc3)[C@@H]2C1 | -6 | . | -1.7 | -2
COc1ccc(C#Cc2ccc3c(c2)O[C@H](CN(C)C(C)=O)[C@@H](C)CN([C@@H](C)CO)S3(=O)=O)cc1 | -14 | 87 | -4.8 | -47
O=C(c1cnccn1)N1CC(=O)N2[C@H](CO)[C@H](c3ccc(C#CC4CCCCC4)cc3)[C@@H]2C1 | -17 | . | -0.1 | -34
COc1ccccc1-c1cnc2c(c1)C(=O)N([C@@H](C)CO)C[C@@H](C)[C@@H](CN(C)Cc1ccncc1)O2 | 3 | 31 | 13 | 10
Cc1ccc(S(=O)(=O)Nc2ccc3c(c2)C(=O)N([C@H](C)CO)C[C@H](C)[C@@H](CN(C)S(=O)(=O)c2ccc(C)cc2)O3)cc1 | -7 | 12 | -5.5 | -68
Cc1ccccc1S(=O)(=O)N1CC[C@@H]2[C@H](CO)N(C)c3ccc(Br)cc3[C@@H]21 | 3 | 131* | -0.3 | -5
O=C(C1CC1)N1CC[C@@H]2[C@H](CO)Nc3ccc(-c4ccc(F)cc4)cc3[C@@H]21 | -13 | 42 | -1.5 | 0
CC(=O)N1[C@@H]2c3cccc(=O)n3C[C@H]1[C@H](CO)[C@H]2C(=O)NCC1CCCCC1 | 6 | 44 | 0.1 | -13
C/C=C/c1ccc2c(c1)O[C@@H](CN(C)C(=O)COC)[C@@H](C)CN([C@H](C)CO)S2(=O)=O | -3 | . | 0.3 | 12
CC(=O)NC[C@H]1[C@H](c2ccc(-c3ccccc3F)cc2)[C@H](CO)N1C(=O)C1CC1 | 3 | 53 | -2.8 | -6
C[C@H](CO)N1C[C@H](C)[C@H](CN(C)Cc2cccc(F)c2)Oc2cc(C#Cc3ccccn3)ccc2S1(=O)=O | -3 | 124* | -8.3 | -79
Cc1noc(C)c1NC(=O)N(C)C[C@@H]1OCCCC[C@@H](C)Oc2ccc(NS(=O)(=O)c3ccc(Cl)cc3)cc2C(=O)N([C@H](C)CO)C[C@@H]1C | -3 | -14 | -0.2 | 10
C/C=C/c1ccc([C@@H]2[C@@H](CO)N(C(=O)C3CC3)[C@H]2CN(C)C(=O)CN(C)C)cc1 | -4 | -19 | 0.5 | -26
COc1ccc(S(=O)(=O)N2C[C@H](O)COC[C@@H]3O[C@@H](CC(=O)N[C@H]4CCN(Cc5ccccc5)C4)CC[C@H]32)cc1 | -1&-10 | 17 | -3.4 | .
Cc1noc(C)c1NC(=O)N(C)C[C@H]1Oc2ncc(/C=C/c3ccccc3)cc2C(=O)N([C@H](C)CO)C[C@H]1C | 1 | . | 5.1 | 0
CCCNC(=O)N1[C@H](CO)[C@@H](c2ccccc2)C12CN(C(=O)C1CCCCC1)C2 | -10 | . | 2.1 | 20
COc1ccc(NC(=O)N(C)C[C@@H]2Oc3ccc(N(C)C)cc3C(=O)N([C@@H](C)CO)C[C@H]2C)cc1 | 2 | -19 | 7.8 | 11
